PAFAH1B3 FP inh: blocks human PAF acetylhydrolase 1B catalytic subunit 3; recombinant PAFAH1B3, FP-rhodamine probe, fluorescence polarization; inhibition, % at 3.39 µM; hit rate 0.28% among 340,000; AID 492972;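 active = inhibition above the screen-wide average of all tested compounds plus 3 SD, cut at about 25% in these data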;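 note: 0% = enzyme with DMSO only and 100% = wells lacking PAFAH1B3 protein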
pPAFAH FP inh: inhibitors of human plasma PAF acetylhydrolase (pPAFAH) | hit rate 1.5% among 330,000 | inhibition, % at 3.39 µM | recombinant pPAFAH, FP-rhodamine probe fluorescence polarization;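 active = inhibition above the mean inhibition across the screen plus 3 SD, cut at about 25% in these data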;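 note: inhibitors block binding of the rhodamine activity-based probe so polarization drops; 0% = enzyme with DMSO and 100% = wells lacking pPAFAH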
Target sequence (Q13093 whole entry, looked up): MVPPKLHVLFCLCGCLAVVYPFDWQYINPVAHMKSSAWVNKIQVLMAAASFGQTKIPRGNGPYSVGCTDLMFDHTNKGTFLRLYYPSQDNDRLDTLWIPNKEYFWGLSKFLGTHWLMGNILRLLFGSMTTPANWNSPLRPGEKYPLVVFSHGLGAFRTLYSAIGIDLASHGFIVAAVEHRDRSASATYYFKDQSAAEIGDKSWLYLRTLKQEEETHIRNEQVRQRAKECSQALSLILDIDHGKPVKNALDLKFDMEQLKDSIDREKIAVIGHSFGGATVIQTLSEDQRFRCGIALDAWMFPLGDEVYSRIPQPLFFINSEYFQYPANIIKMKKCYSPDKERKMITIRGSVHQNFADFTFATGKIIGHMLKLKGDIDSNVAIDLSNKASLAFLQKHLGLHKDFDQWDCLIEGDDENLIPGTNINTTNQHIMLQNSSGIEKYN
LYPLA1 counter: counter-screen for PME1 inhibitors: inhibitors of human LYPLA1 | O75608 | recombinant LYPLA1, FP-Rh probe fluorescence polarization | inhibition, % at 5.9 µM | hit rate 0.16% among 320,000 | AID 2174;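 active = inhibition above the mean of all tested compounds plus 3 SD, set per campaign, cut at about 14% in these data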;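 note: inhibitors block serine hydrolase probe labeling of LYPLA1 so polarization falls; 0% = enzyme with DMSO and 100% = wells lacking LYPLA1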
PAFAH1B2 inh: PAFAH1B2 (human) inhibition; P68402; recombinant PAFAH1B2, FP-rhodamine activity probe, fluorescence polarization; inhibition, % at 3.39 µM; hit rate 1.2% among 340,000;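 active = inhibition above the mean of all tested compounds plus 3 SD, cut at about 24% in these data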;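 note: 0% = enzyme with DMSO and 100% = wells lacking PAFAH1B2; many of its hits are not listed in these tables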
PAD4 inh: inhibitors of human PAD4 | Q9UM07 | recombinant PAD4, RCA probe fluorescence polarization | inhibition, % at 6.36 µM | hit rate 0.41% among 330,000;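 active = percent inhibition above a cutoff equal to the mean of all tested compounds plus 3 SD, cut at about 15% in these data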;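 note: 0% = PAD4 with RCA probe and DMSO and 100% = probe without PAD4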
LYPLA2 inh: LYPLA2 (human) inhibition in PME1 counter-screen | O95372 | recombinant LYPLA2, FP-Rh probe fluorescence polarization | inhibition, % at 5.9 µM | hit rate 0.38% among 320,000 | AID 2177;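 active = inhibition above the screen-wide mean plus 3 SD, limit set per campaign, cut at about 26% in these data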;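 note: 0% = LYPLA2 with DMSO and 100% = wells lacking LYPLA2 enzyme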
PREPL inhibitor: inhibitors of human prolyl oligopeptidase-like enzyme PREPL. Q4J6C6. recombinant PREPL, fluorescence polarization activity-based probe. inhibition, % at 5.96 µM. hit rate 0.68% among 320,000. AID 2751; in the data active = inhibition above about 43%;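 note: 0% = enzyme with DMSO and 100% = wells lacking enzyme; many of its hits are not listed in these tables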
PME-1 inh: PME-1 (human) inhibition; Q9Y570; recombinant PME-1, FP-Rh probe fluorescence polarization; inhibition, % at 5.9 µM; hit rate 0.53% among 320,000;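 active = inhibition above the campaign mean of all compounds plus 3 SD, cut at about 26% in these data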;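 note: competitive labeling of PME-1 active site by serine hydrolase directed probe; 0% = PME-1 with DMSO and 100% = wells lacking PME-1 enzyme; inhibitors block probe labeling so polarization falls and inhibition rises; many of its hits are not listed in these tables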
Target sequence (Q9Y570 whole entry, looked up): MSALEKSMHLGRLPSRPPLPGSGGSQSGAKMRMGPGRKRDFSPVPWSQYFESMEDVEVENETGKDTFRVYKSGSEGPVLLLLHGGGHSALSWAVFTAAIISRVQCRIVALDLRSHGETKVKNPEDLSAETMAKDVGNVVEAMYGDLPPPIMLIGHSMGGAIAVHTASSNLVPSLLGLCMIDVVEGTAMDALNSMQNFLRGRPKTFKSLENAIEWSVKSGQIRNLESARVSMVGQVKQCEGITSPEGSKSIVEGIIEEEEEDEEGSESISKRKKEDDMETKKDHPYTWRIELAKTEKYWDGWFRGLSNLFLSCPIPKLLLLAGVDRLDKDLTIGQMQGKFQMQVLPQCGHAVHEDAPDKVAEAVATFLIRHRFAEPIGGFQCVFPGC
GSTO1 counter: blocks human GSTO1 in RBBP9 counter-screen; recombinant GSTO1, activity-based probe fluorescence polarization; inhibition, % at 5.96 µM; P78417; AID 1974; hit rate 1.1% among 300,000;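 active = inhibition above the campaign mean inhibition plus 3 SD, cut at about 35% in these data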;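 note: 0% = GSTO1-1 with DMSO and 100% = wells lacking GSTO1-1 enzyme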
Target sequence (P78417 whole entry, looked up): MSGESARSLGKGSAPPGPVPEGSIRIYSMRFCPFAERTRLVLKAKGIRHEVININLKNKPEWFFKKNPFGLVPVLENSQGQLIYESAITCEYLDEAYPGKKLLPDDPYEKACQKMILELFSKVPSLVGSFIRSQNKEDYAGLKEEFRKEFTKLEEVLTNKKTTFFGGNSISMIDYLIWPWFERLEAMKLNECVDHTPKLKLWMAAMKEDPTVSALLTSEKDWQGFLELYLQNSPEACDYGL
* marks the source's active call; other numbers are inactive results; . = no result given. An excerpt (hit frequency here may not be typical).

SMILES	PAFAH1B3 FP inh	pPAFAH FP inh	LYPLA1 counter	PAFAH1B2 inh	PAD4 inh	LYPLA2 inh	PREPL inhibitor	PME-1 inh	GSTO1 counter
CCOc1ccc(OCC(O)CN2CCc3ccccc3C2)cc1 (stereo unspecified)	0	8	-4	3	1	-5	4	-1	-9
CCOC(=O)c1sc(NC(=O)C(CC)OC(=O)C(CC(C)C)NC(=O)c2ccccc2)nc1C (stereo unspecified)	-1	0	-6	0	-1	-9	1	-1	-2
COc1ccc(-n2nc(C(=O)NCC(=O)N3CCC(C)CC3)c3ccccc3c2=O)cc1Cl	7	-6	-4	4	-8	-2	-1	-4	-10
Cc1oc(C(C)(C)C)cc1C(=O)Nc1ccc2c(c1)OCO2	.	7	-4	.	1	-5	3	2	3
COc1ccc(CCNC(=O)C2CCCN(Cc3nc(-c4cccc(Cl)c4)oc3C)C2)cc1OC (stereo unspecified)	7	7	-1	4	0	2	26	0	4
Cc1cc(C)n(-c2nncc(-c3ccccc3)n2)n1	2	3	4	-1	5	8	-5	-2	6
CCOc1cc(/C=C2/C(=N)N3C=CSC3=NC2=O)ccc1OCCCOc1ccccc1C	2	8	1	2	0	-4	23	6	1
O=C(NCc1ccco1)C(c1ccc(F)cc1)N(Cc1cccnc1)C(=O)Cn1nnc2ccccc21 (stereo unspecified)	-8	2	3	1	-2	6	-5	-8	6
COc1cccc(-c2cn(C[C@H]3CC[C@@H]([C@@H]4CC[C@H](Cn5cc(-c6cccc(OC)c6)nn5)O4)O3)nn2)c1	12	-1	13	8	4	5	-17	7	-1
COc1ccc(C(=O)NCCc2nnc3ccc(SCC(=O)Nc4ccccc4)nn23)cc1	1	-2	-5	1	-1	2	9	6	5
CN1CCN(c2ccc(C(CC(N)=O)NC(=O)Cc3cccc4ccccc34)cc2[N+](=O)[O-])CC1 (stereo unspecified)	-5	1	1	-1	-1	4	7	3	-2
O=C(CS(=O)(=O)c1ccc(F)cc1)Nc1nnc(-c2ccccc2Cl)o1	3	7	1	14	-1	3	-2	5	8
COc1cccc(N2CCN(c3ncnc4c3[nH]c3ccc(F)cc34)CC2C)c1 (stereo unspecified)	13	16	0	4	0	8	49*	28*	-14
COc1cccc(NS(=O)(=O)c2ccc3[nH]cc(C(=O)NCCN4CCOCC4)c(=O)c3c2)c1	3	3	-5	2	-10	-6	8	-7	-11
Cc1ccc(C(C)NC(=O)c2cccnc2)cc1 (stereo unspecified)	14	0	3	20	0	1	2	-3	-3
CCN(Cc1ccccc1)C(=O)CCNS(=O)(=O)c1cc(Br)cnc1N	11	-5	5	-2	-4	4	-3	-1	1
COc1ccc(C(=O)NC2CCCc3c2cnn3-c2cccc(C)c2C)c(OC)n1 (stereo unspecified)	-5	0	3	-1	2	0	11	0	9
Cc1cc(C)cc(N2CN=C3SCC(=O)N3C2)c1	6	-2	4	-5	-2	1	20	2	4
CCOc1ccc(NC(=S)Nc2ccc(OC(F)(F)F)cc2)cc1	5	2	2	5	-5	-1	-1	-1	2
Cc1ccccc1Nc1nc(N)nc(-c2oc3ccccc3c2C)n1	.	-1	-7	.	-2	-10	-12	-2	-33
c1ccc2c(-n3cccn3)cccc2c1	8	3	2	-1	-6	-3	-78	4	2
COc1ccc(N2CCN(C(=O)Cc3nn(C)c(=O)c4ccccc34)CC2)cc1	-6	-2	6	1	2	7	14	0	-4
CCOc1c(Cl)cc(CNc2ccc(S(N)(=O)=O)cc2)cc1OC	-1	4	2	2	-1	1	5	-3	-9
CCOc1ccc2nc(NC(=O)CN3CCC(n4nnc5cc(F)ccc54)CC3)sc2c1	-12	9	-5	3	-2	2	17	-2	-6
Cc1ccc(C)c(NC(=O)COC(=O)c2cc3ccccc3oc2=O)c1	9	-5	1	-2	-1	1	20	27*	.
Cc1ccc(NC(=O)COC(=O)c2ccc(-n3cnnn3)cc2)c(Br)c1	-7	1	-6	-1	0	1	1	-6	.
C=CCNC(=S)Nc1ccc2cn[nH]c2c1	13	-3	2	4	-2	5	24	0	0
CC(Sc1ccccc1)C(=O)N1CCN(S(=O)(=O)c2ccccc2)CC1 (stereo unspecified)	9	0	-1	8	-1	-1	39	-4	1
NS(=O)(=O)c1ccc(CNC(=S)Nc2ccc(F)c(Cl)c2)cc1	-1	-1	3	1	-2	13	-11	2	-5
Cn1c(=O)c2c(nc(N3CCCCCC3)n2CC(O)COc2ccccc2)n(C)c1=O (stereo unspecified)	1	2	-4	1	0	-2	5	0	6
Cc1ccc(-c2csc(N3N=C(c4ccccc4)/C(=C\c4ccc(N(C)C)cc4)C3=O)n2)cc1	.	28*	-8	.	-9	-3	4	3	3
CC1CC(Nc2ccccc2)c2ccccc2N1C(=O)c1cccnc1 (stereo unspecified)	2	-8	-2	1	2	5	-6	-9	6
O=c1c2sccc2[nH]c(=S)n1-c1ccccc1	-4	1	-2	-1	1	-3	0	-3	6
COc1ccc(N/C=C(\C#N)c2ccc(OCCCF)cc2)cc1	2	9	6	1	3	73*	9	6	6
Cc1ccc2nc(C)cc(C(=O)N3CCCC(CO)(Cc4ccccc4C)C3)c2c1 (stereo unspecified)	0	1	-1	3	-4	0	-5	4	1
CCc1ccc(NC(=O)COc2coc(CN3CCN(c4ccccc4)CC3)cc2=O)cc1	5	3	1	1	0	1	3	1	4
COc1ccccc1N1CCN(S(=O)(=O)Cc2ccccc2Cl)CC1	-1	4	1	1	-2	0	2	0	1
CCOCC(=O)Nc1ccc([N+](=O)[O-])cc1C	4	-2	0	3	-4	6	-8	-1	8
COc1ccc(OC)c(NC(=O)CSc2n[nH]c(-c3cccnc3)n2)c1	-2	2	-3	-1	1	-2	7	1	4
COc1ccc(-n2ccnc2SCC(=O)Nc2ccccc2)cc1	8	3	0	4	2	2	0	1	6
N#Cc1ccc(CN2CCN(CC(=O)NCCc3ccc(Cl)cc3Cl)CC2)cc1	5	0	-1	15	-4	27*	22	7	12
Cc1ccc(NC(=O)CSCC(=O)N2CCOCC2)cc1	1	5	-1	-5	-1	0	6	4	-1
C/C(=N\NC(=O)c1c([N+](=O)[O-])c(C)nn1C)c1ccc(NC(=O)C2CCCC2)cc1	-3	4	-2	4	1	5	3	5	3
CCC(=O)N1CCN(c2nc(-c3ccc(Cl)cc3)cs2)CC1	8	4	-1	8	-3	2	18	2	9
CC(C)(C)n1ncc2c(=O)n(CC(=O)NC3CCCCC3)cnc21	6	-3	2	1	-1	9	14	-3	-6
Oc1ccc(/C=N/NC2=NCCCCC2)cc1	-1	0	1	-4	4	3	7	5	5
Cc1cccc(NC2=NC(=S)N(CC#N)C23CCCCC3)c1	4	6	-2	5	1	-1	-1	1	-2
CCN(C(=O)CCc1nc(-c2ccc(OC)cc2)no1)c1cc(OC)ccc1OC	0	1	2	5	2	-5	14	1	-2
Cc1cc(Nc2cccc(F)c2)n2nc(C)nc2n1	13	-7	4	2	-4	-5	12	1	3
COC(=O)C1=C(C)N(Cc2ccccc2)C(=NCC(C)C)N[C@H]1c1ccccc1	.	2	1	.	-2	-3	39	8	2
CCCN(C(=O)CCSc1ccc(F)cc1)c1c(N)n(Cc2ccccc2)c(=O)[nH]c1=O	11	3	1	8	3	2	10	2	3
c1coc(-c2cc(C3CCNCC3)[nH]n2)c1	5	0	2	-4	-6	-2	3	4	2
CCOC(=O)c1ccc(NC(=O)CN2C(=O)CSCC2=O)cc1	-4	3	-5	5	-3	-10	13	-5	4
CN(Cc1ccccc1)C(=O)CSc1nc2c(c(C(F)(F)F)n1)CCc1ccccc1-2	1	-1	1	3	-10	-2	19	0	-3
CCOn1c(=O)c(-c2cc3ccccc3o2)[n+]([O-])c2ccccc21	5	5	-2	-2	2	-3	1	8	4
O=C(Cn1cc(C(F)(F)F)ccc1=O)Nc1cc(S(=O)(=O)N2CCOCC2)ccc1Cl	9	3	-5	6	3	-5	-3	-2	5
CC1CN(CC(=O)Nc2cccc(C(=O)Nc3cccc(C(F)(F)F)c3)c2)CC(C)O1 (stereo unspecified)	7	-7	-12	-1	5	-6	2	-8	0
CN(C)C1NC(=O)c2cc(-c3ccccc3)sc2N1 (stereo unspecified)	-5	13	4	7	1	0	16	-2	1
Cc1cc(Cn2nnc(-c3ccc(Br)cc3)n2)cc(C)c1O	4	-2	-14	0	3	-14	-3	-4	.
ClC(Cl)(Cl)c1nc2ccccc2n2nncc12	23	-8	2	7	4	6	13	-3	64*

One compound at a time (already shown).
Cc1ccc(NC(=O)CSCC(=O)N2CCOCC2)cc1 reads PAFAH1B3 FP inh = 1; pPAFAH FP inh = 5; LYPLA1 counter = -1; PAFAH1B2 inh = -5; PAD4 inh = -1; LYPLA2 inh = 0; PREPL inhibitor = 6; PME-1 inh = 4; GSTO1 counter = -1
O=C(Cn1cc(C(F)(F)F)ccc1=O)Nc1cc(S(=O)(=O)N2CCOCC2)ccc1Cl reads PAFAH1B3 FP inh = 9; pPAFAH FP inh = 3; LYPLA1 counter = -5; PAFAH1B2 inh = 6; PAD4 inh = 3; LYPLA2 inh = -5; PREPL inhibitor = -3; PME-1 inh = -2; GSTO1 counter = 5

(continued)
SMILES	PAFAH1B3 FP inh	pPAFAH FP inh	LYPLA1 counter	PAFAH1B2 inh	PAD4 inh	LYPLA2 inh	PREPL inhibitor	PME-1 inh	GSTO1 counter
O=C(NC(=S)N1CCN(Cc2ccc3c(c2)OCO3)CC1)c1cccc(Br)c1	10	8	-2	7	2	-3	10	-1	-1
Cc1cc(OCC(=O)N(C)Cc2ccccc2)ccc1Cl	3	3	-4	4	-4	-2	-14	-2	3
O=C1/C(=C\c2ccccc2)CCc2c1[nH]c1ccccc21	4	-1	-3	-1	-1	-4	11	-3	-1
CCc1ccccc1NC(=O)N1CCC(NC(=O)C(Cc2ccccc2)NC(C)=O)CC1 (stereo unspecified)	17	-6	-1	5	1	-10	9	-4	7
COc1ccccc1N(CC(=O)Nc1ccc(C(F)(F)F)cc1)S(C)(=O)=O	-3	-3	-1	4	5	2	9	-1	-4
Cc1ccc(NC(=S)N2CCCC(c3nc4ccc(C)cc4[nH]3)C2)c(C)c1 (stereo unspecified)	2	5	-3	-2	2	4	21	-4	10
O=C(O)CCNc1ccc(Cl)cc1	2	2	-1	6	4	0	6	-1	12
CN(C)C(=S)N=Nc1[nH]c2ccccc2c1O	.	2	1	.	-18	5	4	4	6
CCOC(=O)c1c(-c2ccc(C)o2)csc1NC(=O)CN1CCC(C(N)=O)CC1	7	9	-3	3	0	-7	7	-4	5
CCc1ccc(/C(C)=N/NC(=O)CNC(=O)/C=C/c2ccco2)cc1	5	15	-10	-6	-5	-9	2	-9	14
Nc1nnc(/C=C/c2cccc([N+](=O)[O-])c2)s1	3	2	1	4	3	6	11	-4	3
CC(C)(C)C1CCC(=NOC(=O)c2ccc(F)cc2)CC1 (stereo unspecified)	6	5	-7	5	0	-4	9	0	17
Cc1cc2c(c(Sc3ccccc3)n1)C(=O)OC2	-1	4	-2	-2	3	-2	13	2	2
COc1ccc(CCNC(=O)C2CC3Cn4c(nc5ccccc54)C3N2Cc2ccccc2)cc1 (stereo unspecified)	3	-3	2	-5	4	4	6	15	-1
Cc1ccc(NC(=O)COc2cccc3ccccc23)c(O)c1	3	3	-5	-5	2	-6	6	-2	.
CCOC(=O)c1c(C)nn(-c2ccc(NC(=O)/C=C/C(=O)O)cc2)c1C	6	3	2	5	-1	4	-10	5	-5
O=C(O)C(c1ccccc1)N1C(=O)c2cccc3cccc(c23)C1=O (stereo unspecified)	5	-1	-1	2	3	-4	-10	5	0

Screening results (PubChem)
